Screening results: PubChem BioAssay, The Scripps Research Institute Molecular Screening Center
proKLK7 act = proKLK7 (human) activation, primary screen. P49862. purified proKLK7, EDANS-DABCYL substrate fluorescence; 100% is mature enzyme control, 0% vehicle. activation, % at 7 µM. 370,000 tested, 0.9% active. AID 652039;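 active = activation above the mean of all tested compounds plus 3 SD, computed per campaign excluding outliers beyond control limits, cut at about 13% in these data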
Target sequence (P49862 whole entry, looked up): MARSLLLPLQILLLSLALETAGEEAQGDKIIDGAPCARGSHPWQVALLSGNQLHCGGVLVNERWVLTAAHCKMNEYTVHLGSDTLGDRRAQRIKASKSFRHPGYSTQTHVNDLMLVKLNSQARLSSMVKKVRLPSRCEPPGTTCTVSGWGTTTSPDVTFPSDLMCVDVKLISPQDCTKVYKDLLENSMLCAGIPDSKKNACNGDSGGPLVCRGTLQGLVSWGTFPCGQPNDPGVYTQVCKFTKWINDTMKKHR
ADAM10 inh = ADAM10 inhibition, QFRET primary screen. inhibition, % at 7 µM. 370,000 tested, 0.62% active. recombinant ADAM10, EDANS/DABCYL FRET peptide cleavage, 3 h. O14672;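 active = inhibition above a per-campaign cutoff equal to the mean of compounds falling between control-based bounds plus 3 SD, cut at about 20% in these data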;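 note: 0% = DMSO wells while the 100% control is not disclosed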
ASAP1 GAP inh = blocks human ASAP1-stimulated Arf1 GTP hydrolysis. 360,000 tested, 0.19% active. AID 624377. GDP FP detection. Q9ULH1. inhibition, % at 16.5 µM; in the data active = inhibition above about 25%;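 note: 0% = vehicle with enzyme and substrate and 100% = no enzyme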
Target sequence (Q9ULH1 325-724 limits assumed): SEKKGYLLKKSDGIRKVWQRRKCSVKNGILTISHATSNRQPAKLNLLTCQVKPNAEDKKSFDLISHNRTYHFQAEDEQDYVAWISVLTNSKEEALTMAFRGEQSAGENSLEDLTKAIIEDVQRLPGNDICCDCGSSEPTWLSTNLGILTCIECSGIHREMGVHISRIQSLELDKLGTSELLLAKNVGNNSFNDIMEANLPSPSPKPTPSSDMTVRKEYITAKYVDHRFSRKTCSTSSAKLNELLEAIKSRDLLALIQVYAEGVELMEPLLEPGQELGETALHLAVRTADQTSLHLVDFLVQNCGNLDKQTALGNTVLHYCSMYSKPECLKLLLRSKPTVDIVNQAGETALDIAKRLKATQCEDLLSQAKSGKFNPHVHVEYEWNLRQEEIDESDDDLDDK
DDE Tn7 FP inh = inhibitors of Tn7 peptide binding to human fibrin DD(E); P02675; FP displacement of FITC-Tn7 peptide from fibrin DD(E); 0% = median of compound wells per plate; inhibition, % at 8.3 µM; 370,000 tested, 0.13% active; AID 720508;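 active = inhibition above the mean of compounds falling within the control limits plus 3 SD of them, cut at about 14% in these data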;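 note: 0% = plate median of compound wells and 100% = 10 µM Aha-Tn7 peptide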
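System: human fibrin DD(E); quantity: Fibrin-DD(E) at 2 µM final; also added: fluorescent Tn7 probe at 0.1 µM; compound dosing: single nominal test concentration of 8.3 µM per compound; schedule: 10 min preincubation, 3 h with tracer, room temperature; detection: fluorescence polarization of the labelled Tn7 tracer; repeats: one replicate per compound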
TDP2 inh = blocks human TDP2 phosphodiesterase activity; recombinant TDP2, T5PNP hydrolysis, p-nitrophenol absorbance 415 nm; 370,000 tested, 0.34% active; inhibition, % at 12.8 µM;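 active = inhibition above the mean of all tested compounds plus 3 SD, set per campaign, cut at about 25% in these data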;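 note: 0% = DMSO with enzyme and 100% = buffer with substrate but no TDP2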
Target sequence (O95551 whole entry, looked up): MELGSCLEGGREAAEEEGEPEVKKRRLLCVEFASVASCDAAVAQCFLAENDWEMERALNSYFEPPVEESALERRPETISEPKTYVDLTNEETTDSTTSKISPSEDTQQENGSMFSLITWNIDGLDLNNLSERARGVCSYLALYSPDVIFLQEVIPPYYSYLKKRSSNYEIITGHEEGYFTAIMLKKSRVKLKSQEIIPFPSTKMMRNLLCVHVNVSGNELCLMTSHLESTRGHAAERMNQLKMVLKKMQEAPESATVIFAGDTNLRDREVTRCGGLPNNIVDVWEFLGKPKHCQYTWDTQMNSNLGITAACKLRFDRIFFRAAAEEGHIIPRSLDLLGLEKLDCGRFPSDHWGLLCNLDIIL
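Material: recombinant human TDP2; quantity: TDP2 enzyme at 120 nM final; medium: Tris-HCl pH 7.5 with MgCl2; compound: single concentration, 12.8 µM nominal, with 1% DMSO; incubation: 2 h enzyme incubation at 37 °C; signal: epi absorbance; measure: percent inhibition; benchmarks: high control without enzyme, low control DMSO plus TDP2; repeats: singlicate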
Tn6 DDE FP = DD(E)-Tn6 binding inhibition, primary FP screen; Fibrin DD(E) TRITC-Tn6 fluorescence polarization displacement; AID 720509; inhibition, % at 8.3 µM; 370,000 tested, 0.21% active;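 active = inhibition above a per-campaign cutoff: mean of compounds within control limits plus 3 SD, cut at about 15% in these data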;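 note: 0% = median of all compound wells on the plate and 100% = blocking peptide control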
ARFGAP1 inh = rat ARFGAP1 inhibition. 360,000 tested, 0.26% active. Arfgap1-stimulated ARF1 GTP hydrolysis, GDP FP detection. Q62848. inhibition, % at 16.5 µM;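 active = inhibition above a per-plate limit, mean inhibition of low control wells plus 3 SD, cut at about 25% in these data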;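 note: 0% = DMSO wells with enzyme and 100% = wells lacking Arfgap1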
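Material: rat Arfgap1 catalytic domain, aa 1-136; also added: human ARF1(Δ1-17)-GTP substrate; compound dosing: one concentration, 16.5 µM, DMSO 1.26%; incubation: GTP hydrolysis reaction 2 h at 25 °C; measured by: Tracer-displacement fluorescence polarization with EDTA stop, 620/688 nm; evaluation: % inhibition from polarization; repeats: one replicate per compound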
PLCg1 inh = inhibitors of human phospholipase C gamma1 | P19174 | 370,000 tested, 0.84% active | AID 720700 | inhibition, % at 12.2 µM | purified PLC-gamma1, fluorogenic substrate, fluorescence; in the data active = inhibition above about 9.5%
ADAM17 inh = ADAM17 inhibition, QFRET primary screen; P78536; recombinant ADAM17, EDANS/DABCYL FRET peptide cleavage; inhibition, % at 6.95 µM; 370,000 tested, 0.83% active; AID 720648;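 active = inhibition above the mean of compounds lying between control limits plus 3 SD, set per campaign, cut at about 8.5% in these data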;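 note: 0% = DMSO-only wells as the low control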
LEDGF integ inh = blocks HIV-1 LEDGF/p75-dependent DNA integration; TR-FRET IN-LEDGF/p75 DNA integration, Eu/Cy5; inhibition, % at 3.7 µM; 370,000 tested, 0.64% active;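 active = inhibition above the screen-wide mean plus 3 SD, cut at about 13% in these data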;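 note: signal is the Cy5 over europium emission ratio at 671 and 618 nm; 0% = plate median of compound wells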
* marks the source's active call; other numbers are inactive results; i = inactive; . = no result given.

SMILES | proKLK7 act | ADAM10 inh | ASAP1 GAP inh | DDE Tn7 FP inh | TDP2 inh | Tn6 DDE FP | ARFGAP1 inh | PLCg1 inh | ADAM17 inh | LEDGF integ inh
Cc1ccc(S(=O)(=O)NC(=O)C2(C)CCN2C(=O)Cc2ccc(C(C)(C)C)cc2)nc1 (centres undefined) | -0.2 | 4 | 5 | 5 | -2 | -2 | 4 | -1 | -2 | -1
CCCCn1c(N)c(NCc2ccccc2OC)c(=O)[nH]c1=O | -0.2 | -41 | -7 | -1 | 0 | 0 | -15 | -8 | -19 | -2
CC(C)N(C)CCOC(=O)c1ccccc1Br | -0.2 | -3 | 2 | -4 | 3 | 0 | 11 | 1 | 0 | 2
COc1ccccc1NC(=O)C1CC(=O)OC1c1ccccc1 (centres undefined) | 0.7 | 2 | -3 | 6 | -8 | -10 | 10 | -1 | -4 | -2
O=C1NC(=O)C2(COC(c3cccc([N+](=O)[O-])c3)OC2)S1 (centres undefined) | -0.9 | -8 | 3 | 2 | 1 | -1 | 6 | 2 | -8 | 5
CC(C)CN(C(=O)CN1CCN(c2ccc(O)cc2)CC1)c1c(N)n(CC(C)C)c(=O)[nH]c1=O | 0.4 | -7 | -1 | 0 | -3 | 0 | -3 | -2 | -4 | 0
COc1cc(-c2nc(N)n[nH]2)cc(OC)c1OC | 0.0 | -5 | 8 | 2 | 5 | 7 | -6 | 4 | -5 | 3
O=C(NNC(=O)c1cccc2ccccc12)c1ccc(Cl)cc1 | 0.0 | -3 | -12 | 4 | 5 | -1 | 1 | 3 | -4 | -1
COc1cccc(C(=O)N2CCC(Oc3cccnc3)CC2)c1 | -0.1 | -3 | . | 6 | 0 | -1 | . | 1 | -3 | 3
CNc1nc(SCC(=O)OC)nc(N2CCOCC2)n1 | 0.4 | 10 | -6 | -1 | -7 | -4 | -3 | 1 | 3 | 3
COc1ccc2nc(SCCOC(=O)Nc3ccc(Cl)cc3)nc(C)c2c1 | -0.4 | -28 | 8 | -6 | -5 | -2 | 7 | -10 | -10 | 2
CCOC(=O)c1oc2c(CN3CCN(C)CC3)c(O)ccc2c(=O)c1-c1ccccc1OC | 4.9 | 3 | -2 | -10 | -1 | 0 | 11 | -12 | 1 | 2
O=C(COC(=O)c1ccc(CN2CCCC2=O)cc1)Nc1ccc(F)cc1 | 0.5 | -6 | -21 | -2 | 7 | 2 | 3 | -2 | -2 | 4
CCCCCN1CN(S(=O)(=O)c2cccs2)c2nc3ccccc3nc21 | 1.1 | -49 | 14 | -4 | 0 | 3 | -4 | -6 | -12 | -4
CCOC(=O)c1c(C)cc(C)n2c1nc1ccccc12 | 10 | -257 | 3 | 0 | -8 | -3 | -1 | i | -64 | 3

Some of the entries above in another layout:
compound	proKLK7 act	ADAM10 inh	ASAP1 GAP inh	DDE Tn7 FP inh	TDP2 inh	Tn6 DDE FP	ARFGAP1 inh	PLCg1 inh	ADAM17 inh	LEDGF integ inh
COc1ccc2nc(SCCOC(=O)Nc3ccc(Cl)cc3)nc(C)c2c1	-0.4	-28	8	-6	-5	-2	7	-10	-10	2
CCOC(=O)c1c(C)cc(C)n2c1nc1ccccc12	10	-257	3	0	-8	-3	-1	i	-64	3

New compounds follow.
SMILES | proKLK7 act | ADAM10 inh | ASAP1 GAP inh | DDE Tn7 FP inh | TDP2 inh | Tn6 DDE FP | ARFGAP1 inh | PLCg1 inh | ADAM17 inh | LEDGF integ inh
Cc1cc(C)n(-c2nc3nonc3nc2-n2nc(C)cc2C)n1 | 0.1 | 1 | 1 | 3 | -3 | -8 | 3 | -2 | -4 | 0
COc1ccc(-c2cc(=O)oc(-c3cccc(C)c3)n2)cc1 | 0.5 | -6 | 5 | -4 | -5 | -8 | 8 | 2 | 1 | -3
C=CCSc1nc2c(c(=O)[nH]c(=O)n2C)n1CC | -0.3 | -8 | 20 | -9 | 2 | 2 | 4 | -1 | -7 | 2
Cn1ccnc1SCc1cccc([N+](=O)[O-])c1 | 0.3 | 4 | -2 | -3 | -3 | -2 | -6 | 3 | 1 | 3
CCc1ccc(-c2cc(C)no2)cc1S(=O)(=O)NC(C)Cc1ccco1 (centres undefined) | 0.0 | 2 | -1 | 5 | -8 | 3 | -1 | -3 | -1 | -1
C[C@@H]1CN([C@H](C)CO)C(=O)CCCn2nncc2CO[C@@H]1CN(C)S(=O)(=O)c1cccs1 | -0.4 | -12 | 12 | 0 | -2 | 4 | 2 | 1 | -8 | 2
OCCC#Cc1ccc(N2C(c3ccsc3)=Cc3ccc(F)cc3C2c2c[nH]c3ccccc23)cc1 (centres undefined) | -1.3 | -46 | -3 | 0 | -8 | 2 | 9 | -63 | -16 | 2
O=C(O)c1cc([N+](=O)[O-])ccc1NCc1ccccc1Cl | 0.6 | 2 | -12 | 8 | -16 | 7 | -16 | -3 | -1 | 0
Cc1ccc(Sc2c(C#N)c(-c3ccccc3)nn2C)cc1 | 0.0 | 5 | -5 | -1 | 4 | 6 | 8 | -1 | -1 | 1
Cc1ccc(S(=O)(=O)N2CCN(C(=O)N3CCCC3)CC2)cc1 | 0.2 | -13 | -6 | 0 | -7 | -1 | 6 | -1 | -1 | -1
Cc1[nH]n(C)c(=O)c1C(=O)c1c(-c2ccccc2Cl)noc1C | 0.0 | -9 | 2 | 7 | 16 | 2 | 13 | -1 | -3 | -3
CS(=O)c1ccccc1COC(=O)Nc1ccc(Cl)cc1 (centres undefined) | 0.1 | -2 | 23 | -2 | 3 | 1 | 12 | -1 | -2 | -2
O=[N+]([O-])c1ccc2[nH]c(O)c(N=Nc3ccc(F)cc3)c2c1 | -0.1 | 1 | 8 | 7 | 19 | 6 | -8 | 2 | -2 | -1
Cc1nn(Cc2ccc(F)cc2)c(Cl)c1/C=N/NC(=O)c1cccnc1 | -0.1 | -4 | -1 | 4 | -5 | 2 | -5 | 2 | -4 | -4
CCc1ccc(C(=O)NNC(=O)[C@H](C)NC(=O)c2ccco2)cc1 | -0.3 | -3 | -17 | 0 | -8 | -11 | 15 | 0 | 7 | 7

Profiles from above:
CCc1ccc(-c2cc(C)no2)cc1S(=O)(=O)NC(C)Cc1ccco1 (centres undefined) reads proKLK7 act = 0.0; ADAM10 inh = 2; ASAP1 GAP inh = -1; DDE Tn7 FP inh = 5; TDP2 inh = -8; Tn6 DDE FP = 3; ARFGAP1 inh = -1; PLCg1 inh = -3; ADAM17 inh = -1; LEDGF integ inh = -1
O=C(NNC(=O)c1cccc2ccccc12)c1ccc(Cl)cc1 reads proKLK7 act = 0.0; ADAM10 inh = -3; ASAP1 GAP inh = -12; DDE Tn7 FP inh = 4; TDP2 inh = 5; Tn6 DDE FP = -1; ARFGAP1 inh = 1; PLCg1 inh = 3; ADAM17 inh = -4; LEDGF integ inh = -1
Cc1ccc(Sc2c(C#N)c(-c3ccccc3)nn2C)cc1 reads proKLK7 act = 0.0; ADAM10 inh = 5; ASAP1 GAP inh = -5; DDE Tn7 FP inh = -1; TDP2 inh = 4; Tn6 DDE FP = 6; ARFGAP1 inh = 8; PLCg1 inh = -1; ADAM17 inh = -1; LEDGF integ inh = 1

(listing goes on)
SMILES | proKLK7 act | ADAM10 inh | ASAP1 GAP inh | DDE Tn7 FP inh | TDP2 inh | Tn6 DDE FP | ARFGAP1 inh | PLCg1 inh | ADAM17 inh | LEDGF integ inh
O=C(CCN1CCOCC1)c1ccc(N2CCCCC2)cc1 | -0.2 | 0 | -5 | 8 | -10 | -1 | -3 | -11 | -3 | 2
Cc1cc(C2=NNC(=NC3CC3)SC2)c(C)n1-c1ccccc1F | -1.4 | -10 | 21 | 5 | -5 | 6 | 7 | -15 | -1 | 5
CS(=O)(=O)c1ccc2nc(NC3(C(F)(F)F)N=C4SCCN4C3=O)sc2c1 (centres undefined) | -0.4 | 1 | -12 | 4 | -9 | -8 | 7 | 0 | -5 | -4
CC(Sc1nnnn1C)C(=O)Nc1ncc(Cl)cc1Cl (centres undefined) | 0.1 | -9 | -8 | 1 | 0 | 10 | 10 | -1 | -1 | 1
Cc1ccc(C(=O)Nc2cccc(NC(=O)c3ccc(C)o3)n2)o1 | 0.1 | -18 | 10 | 3 | -6 | 1 | 12 | -21 | -10 | 3
Cc1nc(NC(=O)c2cccc(Cl)c2)sc1C(=O)N1CCCCC1 | -0.4 | -1 | 7 | 2 | -2 | -3 | -6 | -6 | -1 | -2
CCOc1ccc(OCCC(=O)N2CCc3cc(OC)c(OC)cc3C2)cc1 | -0.1 | -10 | -11 | -1 | -8 | 4 | 1 | -6 | 2 | 0
NC(=O)COc1ccc(Cc2ncc(C(F)(F)F)cc2Cl)cc1 | -0.3 | -8 | -5 | -6 | 10 | -8 | 0 | 0 | -5 | -5
O=C(NCc1ccc2c(c1)OCO2)C1CC(c2cccc(Br)c2)=NO1 (centres undefined) | 0.2 | -2 | 7 | 0 | -2 | 6 | -4 | -2 | 2 | 0
O=C(OC(C(=O)NCc1ccc(F)cc1)c1ccccc1)c1ccco1 (centres undefined) | -0.1 | 4 | 4 | 7 | 8 | -7 | -1 | -2 | -2 | 0
CCOC(=O)C1C(c2ccc(O)c(OC)c2)NC(=O)NC1(O)C(F)(F)F (centres undefined) | -0.2 | 3 | 7 | 1 | 0 | 2 | -8 | 0 | -3 | -3
CCN1CCN(C(=O)NC2CCCCC2)CC1 | 0.4 | -13 | 2 | 0 | 10 | 1 | 2 | 2 | -8 | -1
COc1cccc(/C=N/NC(=O)c2nnn(-c3nonc3N)c2CN(C)c2ccccc2)c1 | -0.3 | 13 | -8 | -1 | 5 | 0 | 7 | -1 | 3 | -1
CCCCSc1n[nH]c(N)n1 | 0.0 | -5 | 19 | -2 | 5 | 2 | -4 | 1 | -1 | 1
CC(C)c1ccc(/C=C(/C#N)c2nnc(NC(=O)c3ccccc3)s2)cc1 | -0.8 | -2 | 1 | -1 | -7 | -1 | 9 | -37 | -2 | -1
COc1ccc2oc3cc(NCCN(C)C)ccc3c(=O)c2c1 | 66* | i | 9 | 3 | 6 | 3 | -2 | i | i | 1
O=C(COC(=O)CNC(=O)c1ccc(Br)o1)Nc1ccccc1OC(F)F | -0.5 | 5 | -2 | 1 | -7 | -1 | -13 | 7 | 2 | 1

The order is random; about 4.2% have a hit in one of these screens.
